Source: PubChem BioAssay (National Center for Advancing Translational Sciences (NCATS))
TDP1 cell CPT: growth inhibition of DT40 Tdp1-/-;hTDP1 cells with camptothecin (screen for TDP1 inhibitors) | chicken DT40 Tdp1-/-;hTDP1 cells + 20 nM CPT, ATP luminescence, 48 h | AID 686979 | hit rate 12% among 420,000 | Potency, µM (top dose mostly 46.2 µM), inactives show at the top dose activity change, negative = growth inhibition, hits mostly inhibitors; further: nearly all actives have a fitted effect of over 55% in size
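Chicken DT40 Tdp1-/- cells stably complemented with human TDP1 were seeded at 400 cells/well in medium containing 20 nM camptothecin, exposed to pin-transferred compounds, and grown at 37 °C for at least 48 hr. Viability was read as ATP luminescence.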
KAT2A inh: inhibitors of human GCN5L2 histone acetyltransferase. Q92830. GCN5L2 HAT assay, ThioGlo1 CoA-SH fluorescence. Potency, µM (highest dose often 58.9 µM), for the others: at the top dose activity change, negative = inhibition, most hits filed as inhibitors. hit rate 0.21% among 390,000. AID 504327
Target sequence (Q92830 whole entry, looked up): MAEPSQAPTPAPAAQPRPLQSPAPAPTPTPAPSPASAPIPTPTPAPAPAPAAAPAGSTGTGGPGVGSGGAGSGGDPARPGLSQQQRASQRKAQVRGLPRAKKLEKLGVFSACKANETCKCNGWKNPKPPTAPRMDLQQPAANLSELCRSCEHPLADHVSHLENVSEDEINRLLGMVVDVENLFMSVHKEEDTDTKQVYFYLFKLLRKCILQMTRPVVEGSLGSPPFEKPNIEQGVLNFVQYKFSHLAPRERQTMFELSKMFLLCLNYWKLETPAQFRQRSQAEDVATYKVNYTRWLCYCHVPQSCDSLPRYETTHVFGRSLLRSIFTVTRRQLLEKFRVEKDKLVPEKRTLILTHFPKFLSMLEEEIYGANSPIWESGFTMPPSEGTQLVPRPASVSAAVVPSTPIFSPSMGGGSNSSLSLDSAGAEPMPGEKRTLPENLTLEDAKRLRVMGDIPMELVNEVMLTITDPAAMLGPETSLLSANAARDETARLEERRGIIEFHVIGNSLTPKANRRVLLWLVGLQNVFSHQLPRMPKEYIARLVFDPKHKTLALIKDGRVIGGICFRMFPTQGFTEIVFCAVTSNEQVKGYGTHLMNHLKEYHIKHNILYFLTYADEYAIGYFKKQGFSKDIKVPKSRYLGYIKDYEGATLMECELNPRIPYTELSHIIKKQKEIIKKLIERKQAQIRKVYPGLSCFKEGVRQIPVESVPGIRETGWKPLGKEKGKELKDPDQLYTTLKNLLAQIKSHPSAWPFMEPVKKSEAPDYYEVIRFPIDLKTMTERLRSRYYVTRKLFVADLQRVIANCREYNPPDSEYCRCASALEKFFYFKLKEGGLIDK
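ThioGlo1-coupled HAT assay: 20nM GCN5L2, 70uM acetyl-CoA, 75uM H3(1-25) peptide, pH 7.5. Fluorescence read at 340/540nm at start and after 20 min at room temperature.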
DT40 TDP1 no CPT: qHTS for Inhibitors of human tyrosyl-DNA phosphodiesterase 1 (TDP1): qHTS in cells in absence of CPT; DT40 Tdp1-/- hTDP1 cells, no CPT, ATP luminescence, 48 h; Potency, µM (series often up to 46.2 µM), for inactives: at the highest dose activity change, negative = growth inhibition, usual class: inhibitors; hit rate 15% among 420,000; further: nearly all actives have a fitted effect of over 55% in size
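Cells were dispensed at 400 per well, compounds added by pin tool, plates incubated ≥48 hr at 37 °C, then CellTiter-Glo added for 30 min at room temperature before luminescence reading. Line: DT40 Tdp1-/- complemented with hTDP1; camptothecin omitted.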
Starred values were filed as active, the others as inactive; ? = inconclusive; · = not tested or not shown; & = joins results of further samples; [ ] = another dose, or the depositor's remark. The call rests on the fitted dose curve; in most records, active means well fitted curve in the direction sought with a large enough effect; inconclusive means small, poorly fitted or top-dose-only effect, or another doubt; inactive means no such curve, though single readings can be large; an effect the other way counts as inactive or inconclusive. On the % scale 0 is the no-effect control and ±100 the full control effect; potency means the concentration at half of the fitted maximal effect. A portion of the library. The share of hits here may be higher or lower than overall.

Molecule | TDP1 cell CPT | DT40 TDP1 no CPT | KAT2A inh
COc1ccccc1NC(=O)CCC(=O)OC(C)C(=O)c1ccccc1 (centres undefined) | 3% | 10% | -17%
CC(=O)N1CCCN(Cc2cn(-c3ccc(C)cc3)nc2-c2ccc(F)cc2)CC1 | ? | 18µM* | ?
Cc1ccccc1NS(=O)(=O)c1nnc(NC(=O)c2ccco2)s1 | ? | ? | -5%
O=C1CN(C(=O)c2cc(Br)c(Br)s2)c2ccccc2N1 | ? | 13µM* | 1%
CC(C)C(=O)OC/C(O)=C(\C#N)c1nc2ccccc2[nH]1 | 4% | -8% | -7%
Cc1ccnc(NC(=O)Nc2ccc3c(c2)N(C)C(=O)CS3)c1 | ? | ? | 2%
Cc1cc(C)c(C#N)c(SCc2ccccc2)n1 | -10% | -21% | -2%
CCc1nnc(NC(=O)C2(C)COC(c3ccc(OC)cc3)OC2)s1 (centres undefined) | 4% | 5% | -6%
O=C1C(CCc2ccccc2)ON=C(c2cnccn2)N1Cc1ccc(F)cc1 (centres undefined) | ? | ? | ·
CCOCCn1c(N2CCCC2)nc2c1c(=O)n(C)c(=O)n2C | ? | ? | -13%
Cc1ccc2c(c1)c1c(n2C)C(C(N)=O)CCC1 (centres undefined) | ? | -9% | 1%
O=C1CCCCC1c1cccc2ccccc12 (centres undefined) | 11% | -5% | 1%
O=c1[nH]c2ccc(S(=O)(=O)NCCO)cc2[nH]1 | 22% | 0% | -26%
O=C(COC(=O)c1cncc(Br)c1)NCCC1=CCCCC1 | -22% | 1% | -4%
CC[C@@]1(C(=O)OC)N[C@H](CN(C)C(=O)C2CCCCC2)[C@@H]2C(=O)N(Cc3ccccc3)C(=O)[C@@H]21 | 1% | -1% | -4%

Laid out differently: results already given.
Every second line gives: TDP1 cell CPT, DT40 TDP1 no CPT, KAT2A inh
Cc1ccc2c(c1)c1c(n2C)C(C(N)=O)CCC1 (centres undefined)
→ ?, -9%, 1%
O=C1CCCCC1c1cccc2ccccc12 (centres undefined)
→ 11%, -5%, 1%

Further compounds:
Molecule | TDP1 cell CPT | DT40 TDP1 no CPT | KAT2A inh
Cc1ccc(S(=O)(=O)C(C#N)c2nc3ccccc3nc2OC(C)C)cc1 (centres undefined) | -15% | -14% | -1%
O=C(CSc1nc2ccccc2n1CC(=O)N1CCCC1)N1CCN(C(=O)c2ccco2)CC1 | ? | -13% | -6%
NC(c1csc(Nc2ncccn2)n1)c1ccccc1Cl (centres undefined) | 21µM* | 21µM* | ·
O=C(Cc1c(F)cccc1Cl)N/N=C/c1cccnc1 | 1% | 18% | -5%
CCOc1c(Br)cc(/C=C2\C(=O)N(CCC#N)N=C2C)cc1OC | 21µM* | 29µM* | -10%
CCC(C)Sc1ccc(-c2nc3ccc(C)cn3c2NCc2ccccc2)cc1 (centres undefined) | 23µM* | 16µM* | ?
Cc1ccc(NC(=O)CSc2nccn2Cc2ccco2)cc1 | -7% | -16% | 0%
Cn1c(N)c(C(=O)CSc2nnc(C3CC3)n2Cc2ccccc2)c(=O)[nH]c1=O | -20% | 5% | ?
CC(C)c1ccc(NC2CCCN(C(=O)CCCn3cncn3)C2)cc1 (centres undefined) | -6% | -18% | -4%
CN=C1S/C(=C\c2cn(CC(=O)OC)c3ccccc23)C(=O)N1C | -24% | ? | -9%
CCOC(=O)C1CCN(C(=O)COC(=O)COc2ccc(Cl)cc2)CC1 | 1% | 18% | 1%
O=c1ccc(NS(=O)(=O)c2ccccc2Cl)cn1Cc1ccc(Cl)c(Cl)c1 | -13% | -14% | -10%
CCCCN(C)Cc1c(C)[nH]c2c(ccc3ccccc32)c1=O | -2% | 1% | 30%[activator]
CCOC(=O)C1(C)CCN1C(=O)c1cc(C)oc1C (centres undefined) | -13% | 0% | ·
O=S(=O)(Nc1ccc2c(c1)OCO2)c1cccc(Br)c1 | -26% | -30% | -2%

By substructure, the entries above containing an NH in an aromatic ring
Molecule | TDP1 cell CPT | DT40 TDP1 no CPT | KAT2A inh
CC(C)C(=O)OC/C(O)=C(\C#N)c1nc2ccccc2[nH]1 | 4% | -8% | -7%
O=c1[nH]c2ccc(S(=O)(=O)NCCO)cc2[nH]1 | 22% | 0% | -26%
Cn1c(N)c(C(=O)CSc2nnc(C3CC3)n2Cc2ccccc2)c(=O)[nH]c1=O | -20% | 5% | ?
CCCCN(C)Cc1c(C)[nH]c2c(ccc3ccccc32)c1=O | -2% | 1% | 30%[activator]

Carrying on.
Molecule | TDP1 cell CPT | DT40 TDP1 no CPT | KAT2A inh
O=S(=O)(c1ccc2nc(N3CCN(c4ccccc4F)CC3)ccc2c1)N1CCCCC1 | -28%&-19% | ? | -19%&21%
O=C(O)/C=C/c1nc(-c2ccccc2)n2ccccc12 | -8% | 0% | 1%
CCO[C@@H]1OC(C(=O)O)=C[C@H](C)[C@H]1CCCO | -13% | 3% | 0%
Cc1ccc(S(=O)(=O)CC(=O)Nc2sc(C)c(C)c2C(N)=O)cc1 | ? | ? | -22%
O=C(N/N=C/c1cc(Cl)cc([N+](=O)[O-])c1O)C1CC1 | -10% | -28% | -6%
CN1CCSc2ccc(C(=O)NCc3cccc(F)c3)cc21 | ? | ? | -5%
O=C(CCNS(=O)(=O)c1ccccc1F)N1CCN(C(c2ccccc2)c2ccccc2)CC1 | ? | ? | -10%
Cc1cccc(CNC(=O)c2sc(=O)n(Cc3ccc(S(C)(=O)=O)cc3)c2C)c1 | -28% | -30% | ·
Cc1cc(C)nc(/N=C(\N)Nc2ccc(C)c([N+](=O)[O-])c2)n1 | 10µM* | 13µM* | -7%
O=C(COC(=O)CNS(=O)(=O)/C=C/c1ccccc1)Nc1cccc2ccccc12 | 2% | 7% | 2%
Cc1nc2ccc([N+](=O)[O-])cc2nc1C | -23% | 6% | 3%
Cc1cc(/C=C2/SC(=O)NC2=O)c(C)n1-c1ccc(N2CCOCC2)cc1 | ? | ? | -2%
O=C(O)c1ccccc1C(=O)NNC(=O)C(c1ccccc1)c1ccccc1 | -1% | 16% | -14%
Cc1[nH]nc2c1/C(=N/O)CC(c1ccccc1)C2 (centres undefined) | -5% | 4% | -22%
Cc1cc(C)c(S(=O)(=O)N2CCN(CCO)CC2)c(C)c1 | -13% | -1% | -8%
CCN(CC(=O)Nc1ccc2c(c1)OCCO2)S(=O)(=O)c1ccc(C)cc1 | -1% | -20% | -2%
CCn1c(=O)c2cc(C(=O)Nc3cc(C)on3)sc2c2ccccc21 | 11% | ? | -17%
COc1cc(C2NC(=O)CS2)cc(OC)c1OC (centres undefined) | 4% | -25% | 0%
Cc1cc(=O)n2[nH]c(-c3ccc(C(C)(C)C)cc3)cc2n1 | 18µM* | 21µM* | -5%&-11%
CCN1C(=O)[C@@H]2[C@@H](c3ccc(-c4ccc(Cl)c(Cl)c4)c(OC)c3)N3CCC[C@@]3(C(=O)OC)[C@@H]2C1=O | 8.2µM* | 9.2µM* | -26%
COC(=O)c1cn(CC(=O)NCc2cccs2)c2ccccc12 | -11% | 0% | -1%
Cc1ccc(-c2c(C(=O)N/N=C/c3ccoc3)nnn2-c2nonc2N)cc1 | -9% | 1% | -7%
C=CCN1CCc2cc(O)c(O)cc2[C@H](c2ccccc2)C1 | ? | 27µM* | ·
Cc1ccc(-n2ncc3c(NCCCc4ccccc4)ncnc32)cc1 | -29% | -28% | -11%
Oc1ccc(Cl)cc1C1=Nc2ccccc2N=C(c2ccco2)C1 | ? | -29% | -1%
CC1(C(=O)NS(=O)(=O)c2cccc(C#N)c2)CCN1C(=O)CCc1ccccc1 (centres undefined) | -3% | 5% | ·
O=c1cc(-c2ccccc2)oc2c1ccc1ccccc12 | 14% | ? | ·
COC(=O)C(CC(C)C)NC(=O)C(Cc1ccccc1)NC(=O)C1CCCN1C(=O)OC(C)(C)C (centres undefined) | -2% | 8% | 0%
Cc1oc(-c2cccc(Cl)c2)nc1CN(C)C1CCOC1 (centres undefined) | 0% | ? | 0%
CN1CCc2c(sc(N)c2C(N)=O)C1 | 26µM* | 21µM* | 2%
CCCCCn1cc2c(c1-c1ccc(Cl)cc1)c(=O)n(C)c(=O)n2C | 16µM* | 16µM* | -4%
Cc1cccc(CSCCNC(=O)Nc2ccccc2)c1 | -20% | ? | -2%
COc1ccc(C(=O)N2CCC3(CCN(Cc4cc(C(F)(F)F)cc(C(F)(F)F)c4)CC3)CC2)cc1 | 23µM* | ? | -15%
Cc1ccc2nc(NCCCO)[nH]c2c1 | -15% | ? | ·
CCCCn1c(N)c(N(CCOC)C(=O)COc2ccc(Cl)cc2)c(=O)[nH]c1=O | -3% | 10% | -12%
CCC(C)c1ccc(O)c(NC(=O)c2cccnc2)c1 (centres undefined) | ? | ? | -6%
COc1ccc(-c2ccc(CCC(=O)O)n2NC(=O)c2cccs2)cc1 | 7% | -15% | -1%
COc1ccc(C(CC(=O)NC(C)(C)C)n2cccc2)cc1 (centres undefined) | -19% | 8% | -5%
CCC/C=C1/CCCOC(C(=O)NCCN2CCOCC2)(C(F)(F)F)C1 (centres undefined) | -3% | -2% | ·
COc1ccc(NC(=O)CSCc2cc(=O)c3cc(Cl)ccc3[nH]2)cc1 | 1% | -29% | -7%
Cc1ncoc1C(=O)N1CCCC(C(=O)Nc2cccc(-c3ccc(F)cc3)c2)C1 (centres undefined) | ? | 18µM* | -3%
CC1=C(c2ccc(C)c(C)c2)S(=O)(=O)N=C1N1CCC(C(=O)NCc2ccc(N(C)C)cc2)CC1 | ? | ? | -1%
COc1ccc([N+](=O)[O-])cc1COc1cc(C)cc2oc(=O)cc(-c3ccccc3)c12 | ? | ? | -1%
Cc1cc(C(=O)COC(=O)c2ccc(Cl)c(S(N)(=O)=O)c2)c(C)n1C1CC1 | ? | ? | -1%
CC1(C)c2ssc(=S)c2-c2ccccc2N1C(=O)CSC1=NCCS1 | ? | ? | ?
O=C(COc1ccc(F)cc1)NC1CC(=O)N(c2ccc3c(c2)OCCO3)C1 (centres undefined) | -14% | -22% | -2%
CC1CCN(C(=S)Nc2cccc(S(=O)(=O)N(C)C)c2)CC1 | ? | ? | 2%
COc1ccc(-c2nc(CSCC(=O)NCCC3=CCCCC3)c(C)o2)cc1OC | ? | ? | -1%
CCN1CCN(C(=O)c2ccc3c(Cl)c4c(nc3c2)CCCC4)CC1 | ? | ? | 2%
CCOC(=O)c1c(-c2ccccc2)nc2cc(C)ccn12 | ? | ? | -15%
c1ccc(-c2cc(N3CCOCC3)nc3ccccc23)cc1 | ? | ? | ·
COc1ccc2nc(NC(=O)C3CSC4(C)CCC(=O)N34)sc2c1 (centres undefined) | -4% | ? | -6%
CCOC(=O)c1nnsc1C(OC)Oc1ccccc1 (centres undefined) | 16% | ? | ·
O=C(CCCOc1ccc(Cl)cc1Cl)Nc1ccccn1 | -17% | -16% | -6%
Cc1cc2oc(=O)cc(CN(Cc3ccccc3)Cc3ccccc3)c2cc1Cl | ? | ? | ·
CC1(C)C2CCC1(CS(=O)(=O)N1CCC(C(=O)O)CC1)C(=O)C2 (centres undefined) | 5% | 1% | -5%
Cc1nc2scc(C)n2c(=O)c1S(=O)(=O)Nc1ccc(OC(F)(F)F)cc1 | 21µM* | 15µM* | -9%
Cn1c(=O)c2c(ncn2CC(=O)Nc2nnc(Cc3ccccc3)s2)n(C)c1=O | 1% | ? | -3%
O=C(CN1C(=O)NC(Cc2ccccc2)C1=O)Nc1ccc(F)c(F)c1F (centres undefined) | 16% | -7% | -6%
COc1ccccc1C1C2CCCCC2(O)CCN1CC(=O)Nc1ccccc1 (centres undefined) | ? | ? | -1%

Additional records:
Molecule | TDP1 cell CPT | DT40 TDP1 no CPT | KAT2A inh
Cn1c(=O)[nH]c(=O)c2c1nc(SCCN1CCOCC1)n2Cc1ccccc1 | -11% | -10% | -8%
CC(C)(C)C(=O)CN1CCN(S(=O)(=O)c2ccc(F)cc2)CC1 | -2% | -1% | -13%
CC(C)(C)c1ccc(S(=O)(=O)N2CCN(CC(=O)NC(=O)NC3CCCCC3)CC2)cc1 | ? | ? | -5%
O=C(Cn1nc(-c2ccc(N3CCOCC3)c([N+](=O)[O-])c2)c2ccccc2c1=O)N1CCCCC1 | -11% | ? | 1%
Cc1cc(O)c(-c2cc(C(=O)Nc3ccc(S(=O)(=O)N4CCOCC4)cc3)[nH]n2)cc1C | ? | 18µM* | -1%
CCc1ccc(N(C(=O)c2csnn2)C(C(=O)NC2CCCCC2)c2cccnc2)cc1 (centres undefined) | -12% | ? | -2%
COc1ccccc1CC(=O)Nc1ccc(-c2nnc(-c3ccco3)o2)cc1 | ? | 16µM* | -4%
Cc1sc2nc(-c3ccco3)oc(=O)c2c1C | -3% | -14% | -3%
COc1ccc(Oc2ncc3nc(-c4cccc(C#N)c4)c(=O)n(Cc4cccc(OC)c4)c3n2)cc1 | 2% | -93% | -8%
